IEC-6 cytotox: cytotoxicity in IEC-6 intestinal epithelial cells, primary screen, cytotoxicity control for KLF5 inhibitor project, cell-based, luminescence; IEC-6 cytotoxicity, luminescence viability; inhibition, % at 5 µM; 0.78% of 290,000 active; AID 1825, 2009; in the data active = inhibition above about 22%;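 also: 0% = plate median of test compound wells and 100% = cytotoxic reference compound wells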
KLF5 inh: KLF5 expression inhibitors, primary screen, DLD-1 cells, luminescence; DLD-1 KLF5 promoter-luciferase reporter; inhibition, % at 5 µM; 0.23% of 290,000 active; AID 1700, 2009;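 active = inhibition above a per-plate limit of that plate's mean compound inhibition plus 3 SD, cut at about 60% in these data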;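 also: 0% = DMSO wells and 100% = LY294002 at 200 µM; higher means less KLF5 promoter-driven luciferase light; inactives centre near -14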
HSP90 refold inh: HSP90 inhibitors, primary screen, cell lysate, luminescence; Heat shock protein HSP 90 (rabbit reticulocyte lysate; luciferase refolding); Rabbit reticulocyte lysate, luciferase refolding luminescence, 3 h; inhibition, % at 5.6 µM; 0.91% of 290,000 active;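 active = inhibition above the screen-wide mean plus 3 SD, computed separately per campaign, cut at about 16% in these data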;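 also: 0% = DMSO wells and 100% = 60 µM geldanamycin wells; inhibitors lower the luminescence because luciferase stays unfolded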
aSyn UTR inh: MLPCN primary screen, SNCA 5' untranslated region; 0.82% of 300,000 active; inhibition, % (tested at 7.5 µM); AID 1813, 2009; alpha-synuclein 5'UTR reporter, inhibitor activity; in the data active = inhibition above about 60%;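 also: H4 neuroglioblastoma cells stably carrying SNCA 5'UTR luciferase fusion; 0% = DMSO wells and 100% = positive control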
AI-2 QS mod: Vibrio harveyi AI-2 quorum sensing modulators, primary screen, JMH597 strain, luminescence/OD600 ratio | 0.4% of 300,000 active | Vibrio harveyi JMH597 AI-2 luminescence/OD600 ratio, 9 h; stronger effect = lower value; strain lacks LuxN and CqsS sensors; 0 = neutral-control median | activity change, % at 7.5 µM; in the data active = activity change below about -75%, passing the limit was not always enough;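 also: luminescence divided by OD600 gain over 9 h not by final OD600 alone; inactives centre near 13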
HSF1 activator: HSF-1 activators, primary screen, NIH3T3-HGL cells, MG132 stress, luminescence, single point | activation, % at 9 µM | 1.7% of 300,000 active | NIH3T3-HGL HSF-1 luciferase reporter, 8 h; 100% = twice DMSO control signal;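 active = mean replicate activation of at least 50% with a set share of replicates each reaching 50%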;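 also: 0% = median of the neutral control wells and 100% = twice that signal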
GSK3A inh: blockers of GSK3A enzyme activity – biochemical, luminescence, cell-free homogeneous, HTS, primary screen; Glycogen synthase kinase-3 alpha (Homo sapiens), P49840; GSK-3 alpha kinase, ADP-Glo luminescence, 60 min; inhibition, % at 10 µM; 0.1% of 320,000 active; AID 2650, 2010;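 in the data active = inhibition above about 50%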;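 also: GST-tagged GSK-3 alpha with peptide substrate and 25 µM ATP; 0% = DMSO neutral wells and 100% = GW8510 positive control wells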
Target sequence (P49840 whole entry, looked up): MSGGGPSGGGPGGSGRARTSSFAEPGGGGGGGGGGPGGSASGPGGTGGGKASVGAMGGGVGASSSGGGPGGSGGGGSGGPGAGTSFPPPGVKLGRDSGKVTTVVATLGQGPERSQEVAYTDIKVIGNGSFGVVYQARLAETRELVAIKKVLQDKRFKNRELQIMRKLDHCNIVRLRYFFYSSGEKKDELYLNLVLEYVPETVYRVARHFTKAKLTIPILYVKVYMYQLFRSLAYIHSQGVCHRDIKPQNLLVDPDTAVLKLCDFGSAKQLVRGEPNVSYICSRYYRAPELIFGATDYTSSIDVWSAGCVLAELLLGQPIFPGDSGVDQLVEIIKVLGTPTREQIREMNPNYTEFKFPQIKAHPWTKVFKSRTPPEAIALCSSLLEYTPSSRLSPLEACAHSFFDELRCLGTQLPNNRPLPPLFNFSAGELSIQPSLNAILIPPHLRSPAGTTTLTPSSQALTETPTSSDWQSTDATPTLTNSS
PolyA inhibitor: polyadenylation inhibitors in yeast reporter cells, primary screen, luminescence, S. cerevisiae; S. cerevisiae SKY197-pL101 polyadenylation reporter, beta-gal luminescence; efflux-impaired pdr1/pdr3 knockout yeast; score 100 = 6 SD above DMSO; AID 1875, 2009; calls only at 12 µM; 0.02% of 300,000 active;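 active = lowest replicate activity score at least 50, where 100 means six control SD above control mean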;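 also: yeast exposed to compound for 9 h at 30 °C; higher score means more reporter readthrough which indicates perturbed polyadenylation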
GSK3B inh: human GSK3beta kinase inhibitors, primary screen, biochemical, cell-free homogeneous, HTS. GST-GSK3beta kinase, ADP-Glo luminescence, 60 min; stronger effect = lower value. activity score (negative = inhibition), % at 10 µM. 0.038% of 300,000 active. AID 2097, 2009;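 active = more than half of replicate wells score below -50%, meaning over 50% inhibition versus plate controls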;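 also: 0% = median DMSO wells and -100% = median GW8510 positive control wells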
Target sequence (P49841 whole entry, looked up): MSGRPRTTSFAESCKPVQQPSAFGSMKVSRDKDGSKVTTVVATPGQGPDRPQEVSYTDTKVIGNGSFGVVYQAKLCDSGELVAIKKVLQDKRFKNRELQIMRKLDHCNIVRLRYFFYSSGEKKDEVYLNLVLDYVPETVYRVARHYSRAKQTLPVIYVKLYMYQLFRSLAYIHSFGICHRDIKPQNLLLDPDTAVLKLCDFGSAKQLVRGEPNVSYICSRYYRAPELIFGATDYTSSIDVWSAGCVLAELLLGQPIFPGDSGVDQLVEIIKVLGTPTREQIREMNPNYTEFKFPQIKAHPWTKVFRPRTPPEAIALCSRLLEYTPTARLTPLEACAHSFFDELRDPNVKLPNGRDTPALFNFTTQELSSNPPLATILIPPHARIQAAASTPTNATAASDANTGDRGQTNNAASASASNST
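Assay system: GST-tagged human GSK3beta kinase, cell-free; Input: 1.6 ng GSK3beta; Medium: Tris/MgCl2 kinase buffer; Timing: 60 min enzyme reaction, room temperature; Signal: ADP-Glo luminescence quantifying ADP generated by kinase; Evaluation: score relative to plate controls; Benchmarks: DMSO neutral wells and GW8510 at 20 µM as positive.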
HSF1 inhib: HSF1 inhibitors in luciferase reporter cells, primary screen, cell-based, NIH3T3, luminescence; NIH3T3-HGL HSE-luciferase, MG132-induced, luminescence 8 h; stronger effect = lower value; activity change, negative = inhibition, % at 7.5 µM (by protocol); 0.77% of 300,000 active;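 active = more than half of replicate wells show activity change below -50%, luminescence cut by over half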;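 also: luciferase reports HSF-1 transcriptional activity via heat shock element; 0% = median of DMSO wells and -100% = zero luminescence signal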
* hit, by the source's call; i = inactive; nt = not tested or not shown. An excerpt; the hit share may differ from the screen's.

SMILES	IEC-6 cytotox	KLF5 inh	HSP90 refold inh	aSyn UTR inh	AI-2 QS mod	HSF1 activator	GSK3A inh	PolyA inhibitor	GSK3B inh	HSF1 inhib
Cc1ccc(SC(C)C(=O)Nc2ccc(S(=O)(=O)N3CCOCC3)cc2)cc1 (stereo unspecified)	-2	-5	-1	15	6	11	-5	i	0	-3
O=S(=O)(NCC1CCCO1)c1cnc(Cl)c(Br)c1 (stereo unspecified)	-4	6	5	-6	15	-2	2	i	1	0
COc1ccc(S(=O)(=O)Nc2nc3n(n2)C(c2ccc(Cl)cc2)CC(=O)N3)cc1 (stereo unspecified)	0	-43	3	nt	nt	nt	0	nt	nt	nt
COc1ccc(C(=O)NC2=NCCS2)cc1	-2	-119	1	-91	-7	35	-2	i	0	22
Cc1ccc(-c2cc(C(F)F)nc(NCC3CCCO3)n2)cc1 (stereo unspecified)	-6	2	-2	-53	23	0	-2	i	-1	9
C=CCN=C(NC#N)SCCc1ccccc1	-3	-21	0	-35	26	-8	-14	i	0	-1
Oc1ccccc1/C=N/Nc1nn[nH]n1	-3	-6	-1	-11	8	-79	1	i	-26	-75*
Cc1ccc(C(=O)CC(=O)c2ccccc2)cc1	1	-144	-2	-238	28	16	-2	i	-1	9
Cc1ccccc1C(=O)O/N=C(\N)c1ccccc1	10	-108	24*	-43	17	27	15	i	-13	19
C=C(C)CNC(=O)CCc1nnc(Cc2cccc(C(F)(F)F)c2)o1	-3	-41	-2	-59	13	nt	2	i	2	nt
CN(C)C(=O)c1ccc(COc2ccccc2Br)o1	1	-49	3	-166	8	-7	0	i	-1	-2
O=C(CCN1C(=O)c2cccc3cccc(c23)C1=O)NC1CCS(=O)(=O)C1 (stereo unspecified)	0	-58	-2	15	12	-12	-1	i	1	-5
O=C(Nc1nnc(-c2ccccn2)o1)c1cccc(Cl)c1	-1	-27	-2	4	68	7	-2	i	2	-2
COC(=O)c1ccc(OC)c(-c2c(OC)cc(OC)cc2OC)c1	-2	-22	-4	11	13	5	-1	i	-1	-3
CS(=O)(=O)N1CCC(C(=O)Nc2ccc(OCc3ccccc3)cc2)CC1	0	-11	1	-25	13	3	-1	i	2	1
CC(C)C(=O)NC(=S)Nc1ccc(S(=O)(=O)N2CCCC2)cc1	1	23	-2	-2	-27	-5	0	i	-27	-3
Cc1ccc(CC2CC(=O)N(CC(=O)O)C2=O)cc1 (stereo unspecified)	-2	-11	-3	-16	10	-8	-1	i	1	0
Cc1cccc(C(=O)O/N=C(\N)Cc2ccc([N+](=O)[O-])cc2)c1	3	-36	2	32	17	38	nt	i	1	17
CN(C)CC(=O)Nc1cc(C(F)(F)F)ccc1Cl	7	-45	-3	17	-3	0	5	i	2	3
O=C(Nc1ccccc1)OCCNC(=O)c1ccccc1	-1	-13	2	4	16	-9	-6	i	-2	-3
CCC(C(=O)N1CCC(C(N)=O)CC1)n1nc(C)n2c(cc3occc32)c1=O (stereo unspecified)	3	-20	-2	16	7	-15	-6	i	3	-11
CCOC(=O)N1CCN(c2cc(=O)n(-c3cccc(Br)c3)c(=O)[nH]2)CC1	-1	-11	-1	-22	8	0	4	i	0	4
COc1ccccc1NS(=O)(=O)c1ccc(C)c(NC(=O)NCCCl)c1	8	4	-1	-1	15	-14	-1	i	2	0
Cc1c(C(=O)NCC(c2ccco2)N2CCCC2)oc2ccc(Cl)cc12 (stereo unspecified)	4	-24	0	14	10	18	5	i	-2	2
CCn1c(SCC(=O)Nc2sc3c(c2C#N)CCCC3)nnc1-c1ccco1	-5	-28	1	-3	-68	6	6	i	0	3

2 compounds drawn at random from the list so far, as already listed:
SMILES	IEC-6 cytotox	KLF5 inh	HSP90 refold inh	aSyn UTR inh	AI-2 QS mod	HSF1 activator	GSK3A inh	PolyA inhibitor	GSK3B inh	HSF1 inhib
Cc1ccccc1C(=O)O/N=C(\N)c1ccccc1	10	-108	24*	-43	17	27	15	i	-13	19
CCOC(=O)N1CCN(c2cc(=O)n(-c3cccc(Br)c3)c(=O)[nH]2)CC1	-1	-11	-1	-22	8	0	4	i	0	4

Continued.
SMILES	IEC-6 cytotox	KLF5 inh	HSP90 refold inh	aSyn UTR inh	AI-2 QS mod	HSF1 activator	GSK3A inh	PolyA inhibitor	GSK3B inh	HSF1 inhib
CCn1c(SCC(=O)Nc2nc(C)cs2)nnc1C(C)NC(=O)c1ccccc1 (stereo unspecified)	-5	-9	1	0	19	9	-3	i	-1	-3
Cc1nc(N2CCCCC2)c(C#N)c(C)c1[N+](=O)[O-]	-1	-1	3	9	10	-1	0	i	4	-3
Cc1ccc(Cl)cc1NC(=O)CCN1C(=O)C2C3CCC(C3)C2C1=O (stereo unspecified)	-1	7	2	21	16	-37	3	i	-1	-12
O=C(c1ccc2c(c1)OCO2)N1CCC2(CC1)Oc1ccc(F)cc1C(=O)C21CC(c2ccc(Cl)cc2)=NO1 (stereo unspecified)	nt	nt	nt	-5	9	-3	-3	i	-3	-3
CCN(CC)C(=S)SCC(=O)Nc1ncc2c(n1)CCCC2=O	4	-22	2	-1	16	-3	-8	i	1	-6
COc1ccccc1C(=O)C1CCCN(C(=O)c2cccc(Cn3cccn3)c2)C1 (stereo unspecified)	-1	-38	0	-2	32	32	-2	i	-1	0
O=C(NC(=S)Nc1ccccc1N1CCOCC1)c1ccc(Br)cc1	8	-27	1	-14	10	-12	-3	i	-2	6
CC(=O)c1cccc(NC(=O)c2ccccc2-c2ccccc2C(=O)O)c1	-7	-7	-4	-1	13	19	-1	i	0	0
CCOc1ccc(NC(=O)c2nsc(Cl)c2Cl)cc1	2	-191	1	-117	11	21	-1	i	2	6
CCOc1ccc(OCCC(=O)NNC(=O)c2nn(C)c(=O)c3ccccc23)cc1	-3	-30	3	-16	12	13	-1	i	-1	4
Cc1ccc(S(=O)(=O)NCCC(=O)NC(C)c2ccccc2)cc1 (stereo unspecified)	-1	-33	-4	10	22	1	5	i	3	0
Cc1ccc2oc(C(=O)Nc3ccc(S(=O)(=O)Nc4onc(C)c4C)cc3)c(C)c2c1	2	-50	2	-42	10	13	-3	i	7	0
CCN(CC)S(=O)(=O)c1cccc(NC(=O)COC(=O)C2CC3C=CC2C3)c1 (stereo unspecified)	2	-18	1	-5	19	-8	5	i	-2	4
O=C(O)c1cccc(NC(=O)C23CC4CC(C2)CC(n2cnc(Cl)n2)(C4)C3)c1	4	-17	5	1	31	-18	0	i	0	4
O=c1c2ccccc2sn1-c1nccs1	5	1	2	-18	-8	9	nt	i	-7	5
COc1cc(C)nc2nc(SCc3ccccc3)nn12	-4	-12	1	-33	-13	16	1	i	2	0
Cc1cc(NC(=O)CCC(=O)N(C2CC2)C2(C(=O)NC3CCCC3)CCC(C)CC2)no1 (stereo unspecified)	-3	-3	-3	8	19	9	-3	i	-1	2
O=C(COc1ccccc1C(=O)O)Nc1ccc(SC(F)F)cc1	2	-36	4	26	19	-88	-4	i	1	-86*
CCOc1cc(C(=O)Nc2ccc(N3CCOCC3)cc2)cc(Br)c1OC	9	-15	-1	-18	13	-3	0	i	0	-7
O=C(NCC1(c2ccccc2)CCCC1)C(=O)N1CCOCC1	-7	-19	-3	7	18	-40	-2	i	3	-31
O=C(CCCN1C(=O)c2ccccc2C1=O)Nc1ccccc1C(=O)N1CCOCC1	-1	-6	7	nt	18	nt	-4	nt	-10	nt
Cc1ccc(C(=O)Nc2cccnc2)cc1[N+](=O)[O-]	-1	-26	1	-12	4	12	1	i	0	-4
Cc1nn(CC(=O)NCCc2ccccc2)c(=O)c2cc3occc3n12	-3	-40	-2	12	-5	-2	0	i	0	-2
Oc1ccc(-c2nccc(-c3ccc(Cl)cc3)n2)cc1	2	-42	-4	-84	35	39	0	i	5	10
Cn1cccc1/C=N/NC(=O)c1cc(-c2cccs2)nc2ccccc12	0	-20	2	27	35	-3	0	i	1	4

New compounds follow:
SMILES	IEC-6 cytotox	KLF5 inh	HSP90 refold inh	aSyn UTR inh	AI-2 QS mod	HSF1 activator	GSK3A inh	PolyA inhibitor	GSK3B inh	HSF1 inhib
COc1ccc(NC(=S)N(CCc2ccc(OC)c(OC)c2)Cc2ccccn2)cc1	8	18	-1	-20	8	25	-3	i	2	8
Cc1nc(-c2ccc(Cl)cc2)sc1C(=O)O	-2	-84	11	-101	26	43	nt	i	3	23
OC(CCN1CCC2(CC1)OCCO2)C(F)(F)F (stereo unspecified)	2	5	1	0	36	-4	5	i	-3	-4
COc1ccc(N(CC(=O)NCCc2ccc(OC)c(OC)c2)S(=O)(=O)c2ccc(OC)c(OC)c2)cc1	3	-2	1	10	1	-5	-2	i	1	-4
COc1ccc(/C=N\NC(=O)c2cccc(F)c2)cc1COc1ccccc1	nt	nt	nt	88*	4	-20	-7	i	3	-13
O=C(c1ccc(CS(=O)Cc2cccc(Cl)c2)o1)N1CCN(C2CCCCC2)CC1 (stereo unspecified)	-2	15	-6	4	15	3	0	i	2	-7
COc1cccc(NC(=O)COC(=O)Cc2ccc(Cl)cc2)c1	2	-18	-2	nt	-41	nt	-3	i	1	nt
COc1ccc(CNC(=O)COc2ccc(S(=O)(=O)NC(C)C)cc2)cc1	5	-1	4	-8	32	-8	-4	i	2	-3
Cc1ccc(C(=O)NCCCNC(=O)c2ccc(C)nc2)cc1	3	-42	1	3	21	-15	-1	i	0	-10
CCN(CC(=O)NCc1ccc(F)cc1)c1ccc(S(C)(=O)=O)cc1[N+](=O)[O-]	-7	-28	0	-4	11	1	-2	i	-1	1
N=c1ccn2c(n1)O[C@H]1[C@H](O)[C@@H](CO)O[C@H]12	92*	6	0	57	27	5	1	i	0	0
N=c1n(Cc2ccccc2)c2ccccc2n1CC(O)COc1ccccc1 (stereo unspecified)	0	-18	1	13	23	0	4	i	-1	1
COC(=O)C(Cc1ccccc1)NC(=O)CC(C)CC(=O)Nc1ccc(C)cc1 (stereo unspecified)	2	-20	-1	5	10	-1	-5	i	-2	-2
Cn1ncc([N+](=O)[O-])c1C(=O)Nc1ccc(Cl)cc1	-4	11	-3	1	15	-11	-1	i	4	2
O=C(COc1ccc(Br)cc1)Nc1ccc(CN2CCOCC2)cc1	2	-28	2	-2	9	-1	-2	i	0	-9

HSP90 refold inh: hit marks shown above.
mol,KLF5 inh,HSP90 refold inh,aSyn UTR inh,AI-2 QS mod,HSF1 activator,GSK3A inh,PolyA inhibitor,GSK3B inh,HSF1 inhib
Cc1ccccc1C(=O)O/N=C(\N)c1ccccc1,-108,24*,-43,17,27,15,i,-13,19

Screening results deposited in PubChem by several laboratories.
